High-throughput results from PubChem.
NR1D1 modulator: modulates human Rev-erb alpha binding to DNA | activity, % at 10 µM | Rev-erbα–FITC-DNA binding, fluorescence polarization, 90 min | P20393 | actives 0.79% (n = 370,000);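 active = activity above about 14%, limit read from the data; passing the limit was not always enough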;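 also: 0% = DMSO wells with 35 nM protein and 100% = DMSO wells with 750 nM protein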
mABHD4 FP: inhibitors of mouse ABHD4 | Q8VD66 | purified mABHD4, FP-Rh probe fluorescence polarization | inhibition, % at 8.92 µM | actives 0.54% (n = 370,000) | AID 720543;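 active = inhibition exceeding the mean over every tested compound plus 3 SD, cut at about 30% in these data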;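 also: 0% = plate median of compound wells and 100% = S159A mutant with DMSO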
Target sequence (Q8VD66 whole entry, looked up): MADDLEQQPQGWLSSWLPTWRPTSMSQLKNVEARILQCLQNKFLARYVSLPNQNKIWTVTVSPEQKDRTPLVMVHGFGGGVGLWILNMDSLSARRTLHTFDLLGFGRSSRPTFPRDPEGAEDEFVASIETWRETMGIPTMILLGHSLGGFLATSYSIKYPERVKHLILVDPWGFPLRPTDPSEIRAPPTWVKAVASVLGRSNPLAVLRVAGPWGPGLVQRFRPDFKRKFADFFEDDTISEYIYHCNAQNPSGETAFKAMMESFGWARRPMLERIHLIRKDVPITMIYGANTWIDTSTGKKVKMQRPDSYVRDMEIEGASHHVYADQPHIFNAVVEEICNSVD
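Assay system: wild-type mouse ABHD4 protein; compound: single nominal dose of 8.92 µM, 0.89% DMSO final; schedule: 45 min + 60 min at 25 °C; measured by: FP readout, ex 525 nm / em 598 nm; evaluation: % inhibition of FP-Rh probe binding versus controls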
TCR CD3 inh: blocks the human TCR-CD3 interaction; inhibition, % at 9.4 µM; TAMRA-labeled TCR probe fluorescence, biochemical; actives 0.37% (n = 360,000); in the data active = inhibition above about 19%;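 also: recombinant mutant TCR 2C K166C tagged with TAMRA read by polarization; 0% = receptor in buffer alone and 100% = receptor with positive control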
rCAG RNA binder: binds r(CAG) RNA repeats; r(CAG) RNA repeat, TO-PRO-1 dye displacement fluorescence; inhibition, % at 3 µM; actives 1.3% (n = 370,000);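 active = inhibition above the plate cutoff, the mean of all test compounds on that plate plus 3 SD, cut at about 35% in these data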;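 also: 0% = DMSO alone and 100% = 100 µM mitoxantrone as full dye displacement; higher means more dye released from RNA so lower well fluorescence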
HTRA1 inhibitor: blocks human HTRA1 serine peptidase | recombinant HTRA1, FP-rhodamine activity-based probe, fluorescence polarization | inhibition, % at 5.96 µM | actives 0.5% (n = 340,000) | AID 504803; in the data active = inhibition above about 36%;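 also: 0% = enzyme with DMSO and 100% = wells lacking enzyme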
PG9 binder: binds the HIV-1 gp120 antibody PG9; TR-FRET gp120-PG9 antibody binding; inhibition, % at 6.7 µM; actives 0.43% (n = 360,000); AID 624416; in the data active = inhibition above about 8.5%
SIAE primary: blocks human sialic acid acetylesterase; Q9HAT2; SIAE FP-Rh probe binding, fluorescence polarization; inhibition, % at 9.66 µM; actives 0.69% (n = 370,000);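 active = inhibition above a cutoff: mean of compounds within the control limits plus 3 SD of those, cut at about 17% in these data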;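 also: 0% = plate median of compound wells and 100% = probe without SIAE protein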
LEDGF integ inh: blocks HIV-1 LEDGF/p75-dependent DNA integration; inhibition, % at 3.7 µM; TR-FRET IN-LEDGF/p75 DNA integration, Eu/Cy5; actives 0.64% (n = 370,000);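 active = inhibition above the screen-wide mean plus 3 SD, cut at about 13% in these data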;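 also: signal is the Cy5 over europium emission ratio at 671 and 618 nm; 0% = plate median of compound wells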
TDP2 absorb: TDP2 (human) inhibition, absorbance primary screen; O95551; recombinant TDP2, T5PNP hydrolysis, p-nitrophenol absorbance 415 nm; inhibition, % at 12.8 µM; actives 0.34% (n = 370,000); AID 720702;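 active = inhibition above the mean of all tested compounds plus 3 SD, set per campaign, cut at about 25% in these data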;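 also: 0% = DMSO with enzyme and 100% = buffer with substrate but no TDP2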
Target sequence (O95551 whole entry, looked up): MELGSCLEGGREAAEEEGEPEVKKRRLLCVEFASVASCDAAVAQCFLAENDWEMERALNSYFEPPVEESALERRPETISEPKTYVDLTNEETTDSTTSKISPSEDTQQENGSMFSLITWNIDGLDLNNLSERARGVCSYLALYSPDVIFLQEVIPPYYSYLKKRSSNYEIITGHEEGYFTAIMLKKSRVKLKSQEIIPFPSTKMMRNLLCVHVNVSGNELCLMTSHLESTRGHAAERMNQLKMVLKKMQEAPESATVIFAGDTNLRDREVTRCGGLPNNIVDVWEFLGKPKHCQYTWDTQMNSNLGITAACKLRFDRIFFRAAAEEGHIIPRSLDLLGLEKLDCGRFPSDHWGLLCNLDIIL
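Incubation: 2 h at 37 °C; Test system: recombinant human TDP2; Quantity: enzyme 120 nM; Read-out basis: percent inhibition; Medium: 50 mM Tris-HCl pH 7.5 with Mg2+, KCl, DTT, BSA; Repeats: single replicate; Compound: 12.8 µM single point, 1% DMSO; Signal: epi absorbance; Reagent: 5 mM T5PNP chromogenic substrate; Benchmarks: no-enzyme high, DMSO-plus-enzyme low.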
PRMT1 inh: blocks human protein arginine methyltransferase 1. inhibition, % at 2.79 µM. recombinant PRMT1, activity-based probe fluorescence polarization. Q99873. actives 1.3% (n = 370,000). AID 652257;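 active = inhibition above about 21% made by adding two undisclosed values, limit read from the data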
Target sequence (Q99873 whole entry, looked up): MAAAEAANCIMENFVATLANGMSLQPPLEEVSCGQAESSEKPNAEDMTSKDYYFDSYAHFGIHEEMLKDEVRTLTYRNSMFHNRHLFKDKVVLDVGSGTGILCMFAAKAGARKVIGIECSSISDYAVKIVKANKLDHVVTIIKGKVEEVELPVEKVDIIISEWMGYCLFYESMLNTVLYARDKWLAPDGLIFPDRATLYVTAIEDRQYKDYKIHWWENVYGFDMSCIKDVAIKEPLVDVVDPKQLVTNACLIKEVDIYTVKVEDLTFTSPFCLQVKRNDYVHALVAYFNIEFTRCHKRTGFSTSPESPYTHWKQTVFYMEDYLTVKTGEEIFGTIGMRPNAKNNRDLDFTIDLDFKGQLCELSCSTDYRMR
Numbers without * were called inactive; · = not tested or not shown. An excerpt; the hit share may differ from the screen's.

SMILES	NR1D1 modulator	mABHD4 FP	TCR CD3 inh	rCAG RNA binder	HTRA1 inhibitor	PG9 binder	SIAE primary	LEDGF integ inh	TDP2 absorb	PRMT1 inh
COc1ccc([C@H]2CC(=O)C=C(c3ccc4c(c3)OCO4)C2)cc1	-1	6	4	1	3	1.1	-1	1	10	0
CS(=O)(=O)N(CC(=O)N1CCN(c2ccccc2F)CC1)c1ccc2c(c1)OCCO2	3	-1	1	-5	-3	-0.5	1	-1	-4	-2
CCO/C=N/c1c(C#N)c2c(c(=S)n1C)COC(C)(C)C2	-2	2	3	0	-1	-0.5	1	2	-8	1
COCCN(CCOC)Cc1cc(=O)oc2cc(OC)ccc12	4	-2	0	1	·	1.7	7	1	10	-3
Cc1ccc2c(c1)sc1nc(=O)ccn12	4	3	-4	1	9	-0.6	4	8	18	-2
COc1cc(O)c(C(CCN2CCN(c3ccccc3)CC2)c2cc(OC)c(OC)c(OC)c2)c(OC)c1 (stereo not given)	0	-1	1	2	-4	-2.2	-6	1	6	0
CCn1c(COc2ccc(C)cc2)nnc1SCC(=O)NCc1ccco1	-3	-2	8	-8	4	-0.8	0	0	0	1
Cc1cccc(-n2cc(-c3ccccc3)c3c(N4CCOCC4)ncnc32)c1	-2	7	-5	-1	-26	-0.6	0	-3	1	7
c1ccc2c(c1)CCN(C1=Nc3cccc4cccc1c34)C2	-6	9	6	2	17	-4.8	30*	5	2	1
CCOc1ccccc1CNC(=O)c1cc2occc2n1C	0	6	5	10	1	0.0	4	1	-3	3
O=C(/C=C/c1ccccc1)OCCN1C(=O)c2ccccc2C1=O	5	0	-5	-7	-9	-0.6	-1	1	1	10
CSc1ccccc1NC(=O)CSc1cccc[n+]1[O-]	-13	-4	-4	2	7	-0.8	0	1	-7	-1
CC1(C)C(=O)C=C(N2CCCCC2)c2ccccc21	-1	1	4	6	0	-1.3	3	-1	-6	-1
CNC(=O)c1c(NC(=O)c2cccc(N3C(=O)CCC3=O)c2)sc2c1CCC2	6	-2	-2	0	4	0.1	-5	3	5	0
CCN1CCN(c2ccc(S(=O)(=O)N3CCCCC3)cc2NC(=O)C(C)Oc2ccc(F)cc2)CC1 (stereo not given)	6	-2	1	-4	-9	-0.2	1	2	-14	-1
CCc1nnc(NC(=O)CCS(=O)(=O)c2ccc(C)cc2)s1	0	-1	1	-3	0	-1.0	-2	0	6	-3
COc1ccccc1C(c1nnnn1CS(=O)(=O)c1ccc(C)cc1)N1CCSCC1 (stereo not given)	4	2	7	-4	-11	1.3	-1	-1	1	2
CC(=O)c1ccccc1OC(=O)c1ccc([N+](=O)[O-])o1	5	-2	2	-3	11	-2.0	-4	-1	9	1
Cc1cccc(NS(=O)(=O)c2c(C(=O)N3CCOCC3)c(C)n(C)c2C)c1C	-1	0	0	0	0	-1.2	7	1	17	1
C(#Cc1ccccc1)CN1CCCCC1	11	0	0	-2	4	1.3	-1	1	-19	3
COC(=O)c1cc(S(=O)(=O)N2CCN(c3ccc([N+](=O)[O-])cc3)CC2)c[nH]1	4	-2	8	8	-8	-2.6	11	1	-1	2
Cc1cccc(NC(=S)N(C)C2(c3ccccc3Cl)CCCCC2=O)c1 (stereo not given)	-1	5	-2	-3	-6	0.2	-1	0	-13	-1
CCc1cc(C(=O)N2CCc3c([nH]c4ccccc34)C2c2ccc(OC)cc2F)no1 (stereo not given)	-4	-21	3	1	-37	-1.3	0	2	-2	-1
CC(CC(=O)Nc1ccc2c(c1)c(=O)n(C)n2-c1ccc2ccccc2c1)C(F)(F)F (stereo not given)	20*	-2	2	6	·	24*	4	3	8	3
COc1ccc(S(=O)(=O)N2CCOCC2)cc1N(C)S(=O)(=O)c1ccc(C)cc1	1	9	-5	-5	0	0.1	2	-8	-5	1
CC(OC(=O)c1ccc([N+](=O)[O-])o1)C(=O)NC1CCCCC1C (stereo not given)	-2	2	-1	0	7	-4.1	-3	1	-12	-1
CCOC(=O)C1(Cc2ccc(OC)cc2)CCN(C(=O)c2cncs2)CC1	2	-5	-1	-10	0	1.3	3	1	4	2
O=C(CSc1nnc(-c2cccnc2)n1C1CCCCC1)NC1CCCCCC1	-1	5	·	1	·	·	8	6	-2	-6
CCCNS(=O)(=O)c1ccc(CCC(=O)NCCc2ccc(OC)c(OC)c2)cc1	4	-1	4	-3	5	-1.2	-8	-5	-7	-1
O=C(CCC1CCN(Cc2ccc(Cl)cc2)CC1)NC1CC1	-5	2	-4	-1	5	-1.4	-5	-4	-8	-2
Cn1cc(CC(=O)Nc2ccc(Nc3cccnc3)cc2)c2ccccc21	6	8	-7	4	·	-2.0	21*	-5	0	2
CCOC(=O)c1c(CSc2ccccc2)n(C)c2ccc(O)c(CN3CCOCC3)c12	-2	9	4	1	-5	-0.2	3	-3	-11	2
FC(F)(F)c1ccccc1NC(=S)Nc1ccccc1	-3	-13	-8	-1	-3	-0.6	-5	-5	-14	8
Cc1ccc(Cl)cc1N1CCN(C(=O)C(C)n2ncn3cccc3c2=O)CC1 (stereo not given)	4	4	1	2	2	0.2	-6	3	4	-4
COc1cc2c(cc1OC)C(C)N(C(=O)C1COc3ccccc3O1)CC2 (stereo not given)	4	7	2	-3	-1	-2.4	-2	1	-2	-2
CC(OC(=O)c1ccc(-n2cnnn2)cc1)C(=O)NCc1ccccc1 (stereo not given)	-6	-3	10	-6	-11	1.9	-4	-1	4	0
CC1(C(=O)NCc2cccnc2)CCC(=O)N1CCc1ccccc1 (stereo not given)	-6	0	1	2	-2	-1.3	4	0	2	1
Cc1onc(-c2c(Cl)cccc2Cl)c1C(=O)ONC(=O)c1cc(C(F)(F)F)cc(C(F)(F)F)c1	7	-3	-7	-2	2	-0.7	-4	3	-28	2
Cc1cccc2c1c(N=NC(N)=S)c(O)n2C1OC(CO)C(O)C(O)C1O (stereo not given)	11	-1	-2	4	9	-6.8	4	1	5	-2
CC1CCCCN1C(=O)COC(=O)c1ccc(N2CCCC2=O)cc1 (stereo not given)	1	-4	0	-1	-2	0.6	5	4	7	1
CCNc1nc(NCC)nc(SCC(C)=O)n1	-3	0	-7	2	-1	-0.2	2	-3	-5	2
COc1cccc(Nc2nc(NCCO)c3ccccc3n2)c1	2	39*	-9	0	5	-1.7	10	1	4	6
O=C(C1CCC(CNS(=O)(=O)c2ccccc2)CC1)N1CCCCC1 (stereo not given)	-1	-1	0	-7	13	-0.3	5	0	-5	-1
COc1cc(C(=O)OCc2nc3ccsc3c(=O)[nH]2)c([N+](=O)[O-])cc1OC	-2	6	6	2	2	-1.3	2	1	3	5
CO/N=C/C(C#N)=C/c1cc(C(=O)c2ccc(F)cc2)cn1C	-16	2	5	-3	-2	-3.3	7	-1	-9	-2
O=[N+]([O-])c1ccc(O)c(C2CCCCC2)c1	-2	-20	-6	2	-9	-0.3	-2	2	-3	2
CCCn1c(NC(=O)c2ccc(C)cc2)nc2ccccc21	-2	3	-8	-1	-6	3.8	-1	19*	2	7
C(=N\Nc1ncnc2nc[nH]c12)/c1cccs1	3	-5	-6	0	2	-5.9	9	0	6	-2
O=S(=O)(Nc1cc(Cl)ccc1N1CCCCC1)c1cccs1	9	-6	10	1	-18	-2.0	-4	-2	-4	0
CC(C(=O)NCC(=O)Nc1ccc(F)c(F)c1F)N1CCN(Cc2ccc(C#N)cc2)CC1 (stereo not given)	3	4	-6	-1	4	-0.3	-1	0	2	0
Cn1ncc(Br)c1C(=O)NC1CCCCCCC1	7	-11	7	-3	-3	-0.2	2	-4	-5	1
COc1ccccc1NC(=S)N1CCN(C(=O)C2CCCO2)CC1 (stereo not given)	-2	-3	0	1	1	-2.0	7	2	-8	-4
CSCCC(NC(=O)COc1ccccc1)C(=O)OCc1ccc(Cl)cc1 (stereo not given)	1	-10	12	-6	-12	-0.1	1	-4	11	2
Clc1ccccc1OCCCOc1cccc2cccnc12	6	-10	-5	-5	-21	-0.5	6	1	-5	-1
COc1ccc(S(=O)(=O)NC(Cc2cnc[nH]2)C(=O)O)cc1 (stereo not given)	0	8	-1	2	3	0.1	-7	-1	5	2
COc1cc(C2C(C(=O)c3ccco3)=C(O)C(=O)N2CCc2ccccc2)ccc1O (stereo not given)	-2	-1	-9	5	8	-1.1	-1	-2	6	0
CC1CN(C(=O)c2ccc(-c3ccccc3Cl)o2)CC(C)O1 (stereo not given)	0	3	-8	-5	2	0.6	4	1	2	2
CCn1nnnc1SCC(=O)N1CCN(c2ccccc2)CC1	-6	-3	8	-2	·	-1.6	-1	-1	4	1
O=C(Nc1cccc(S(=O)(=O)NC2=NCCC2)c1)c1ccc(=O)[nH]c1	-6	0	-6	0	-1	1.7	9	-8	-2	3
CCN1CCN(Cc2nnc(-c3ccc(C)cc3)o2)CC1	-3	-4	6	-6	1	-1.6	2	-2	3	-1
Carrying on:
SMILES	NR1D1 modulator	mABHD4 FP	TCR CD3 inh	rCAG RNA binder	HTRA1 inhibitor	PG9 binder	SIAE primary	LEDGF integ inh	TDP2 absorb	PRMT1 inh
O=C(NCCc1ccccc1)C1CCC(Cn2c(=O)c3ccccc3n(Cc3cccc(Cl)c3)c2=O)CC1 (stereo not given)	-3	0	-8	8	-2	1.9	-3	2	5	3
CSc1ccccc1NC(=O)c1cc(CC(C)C)on1	6	5	0	-1	-6	-1.7	2	0	15	-3
C/C(=N\NC(=O)c1nnn(-c2nonc2N)c1C(C)C)c1ccncc1	5	-2	-4	-1	-2	0.3	-14	-1	-16	9
COc1cccc(CN(C)C(=O)CSC(C)C(=O)Nc2cc(C)on2)c1OC (stereo not given)	3	1	7	-7	-3	0.6	2	-1	3	2
O=C(Nc1cc(Cl)ccc1F)C1CCCN(c2nnc(-n3cccc3)s2)C1 (stereo not given)	-5	-9	·	4	·	·	-7	4	-2	0
COc1ccc(CCNC(=O)CC2SC(=NCc3ccccc3OC)NC2=O)cc1 (stereo not given)	-3	-9	1	-1	-7	-0.7	1	1	-3	7

Some of the entries so far, as labelled records:
> COCCN(CCOC)Cc1cc(=O)oc2cc(OC)ccc12
  NR1D1 modulator = 4	mABHD4 FP = -2	TCR CD3 inh = 0	rCAG RNA binder = 1	HTRA1 inhibitor = ·	PG9 binder = 1.7	SIAE primary = 7	LEDGF integ inh = 1	TDP2 absorb = 10	PRMT1 inh = -3

> Cc1ccc2c(c1)sc1nc(=O)ccn12
  NR1D1 modulator = 4	mABHD4 FP = 3	TCR CD3 inh = -4	rCAG RNA binder = 1	HTRA1 inhibitor = 9	PG9 binder = -0.6	SIAE primary = 4	LEDGF integ inh = 8	TDP2 absorb = 18	PRMT1 inh = -2

> COc1cc(O)c(C(CCN2CCN(c3ccccc3)CC2)c2cc(OC)c(OC)c(OC)c2)c(OC)c1 (stereo not given)
  NR1D1 modulator = 0	mABHD4 FP = -1	TCR CD3 inh = 1	rCAG RNA binder = 2	HTRA1 inhibitor = -4	PG9 binder = -2.2	SIAE primary = -6	LEDGF integ inh = 1	TDP2 absorb = 6	PRMT1 inh = 0

> CCn1c(COc2ccc(C)cc2)nnc1SCC(=O)NCc1ccco1
  NR1D1 modulator = -3	mABHD4 FP = -2	TCR CD3 inh = 8	rCAG RNA binder = -8	HTRA1 inhibitor = 4	PG9 binder = -0.8	SIAE primary = 0	LEDGF integ inh = 0	TDP2 absorb = 0	PRMT1 inh = 1
